APJ antag: APJ receptor antagonism; P35414; CHO-K1 APJ beta-arrestin complementation, luminescence; inhibition, % at 20 µM; hit rate 0.32% among 330,000;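 active means inhibition above about 40% at 20 µM, limit read from the data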;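 further: cells challenged with 10 nM apelin-13 agonist together with compound; plate controls were apelin-13 plus DMSO wells for no effect and DMSO wells lacking apelin-13 for full effect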
Target sequence (P35414 whole entry, looked up): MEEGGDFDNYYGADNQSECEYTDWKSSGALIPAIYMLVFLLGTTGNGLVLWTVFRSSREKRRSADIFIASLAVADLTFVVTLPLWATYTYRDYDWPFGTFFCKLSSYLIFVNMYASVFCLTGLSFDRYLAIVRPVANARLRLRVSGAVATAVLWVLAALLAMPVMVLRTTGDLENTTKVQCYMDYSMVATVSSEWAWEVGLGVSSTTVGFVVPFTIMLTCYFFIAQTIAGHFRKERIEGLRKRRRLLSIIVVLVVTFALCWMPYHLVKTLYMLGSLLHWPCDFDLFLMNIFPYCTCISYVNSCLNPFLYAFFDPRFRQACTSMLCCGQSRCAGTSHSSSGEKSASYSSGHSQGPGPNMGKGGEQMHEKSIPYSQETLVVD
tim23-1 inh: tim23-1 yeast growth inhibition; hit rate 1.3% among 330,000; S. cerevisiae tim23-1 growth, BacTiter-Glo luminescence, 24 h; AID 463212; inhibition, % at 20 µM;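 active means growth inhibition of the mutant yeast at or above 50%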;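 further: temperature-sensitive mutant grown at 25 °C; plate controls were DMSO-treated mutant yeast for no effect and medium wells lacking yeast for full effect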
CXCR6 block: inhibitors of human CXCR6 receptor. inhibition, % at 20 µM. hit rate 0.36% among 360,000. AID 602244. CHO-K1 PathHunter CXCR6 beta-arrestin, luminescence. O00574; in the data active means inhibition above about 34%, passing the limit was not always enough;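 further: antagonist mode with CXCL16 agonist at 10 nM final; 0% = 10 nM CXCL16 with DMSO and 100% = unstimulated wells without agonist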
Target sequence (O00574 whole entry, looked up): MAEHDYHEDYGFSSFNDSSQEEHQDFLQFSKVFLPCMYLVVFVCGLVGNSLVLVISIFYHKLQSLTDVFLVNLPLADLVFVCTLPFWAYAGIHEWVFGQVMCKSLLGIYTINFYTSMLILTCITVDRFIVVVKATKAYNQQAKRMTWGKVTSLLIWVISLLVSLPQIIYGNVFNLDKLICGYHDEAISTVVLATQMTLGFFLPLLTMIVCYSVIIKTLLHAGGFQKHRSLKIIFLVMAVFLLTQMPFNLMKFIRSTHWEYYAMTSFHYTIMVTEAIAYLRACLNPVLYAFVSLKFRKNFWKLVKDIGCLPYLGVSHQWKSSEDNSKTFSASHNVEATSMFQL
UPR CHOP act: apoptotic UPR (CHOP) activation | hit rate 0.34% among 330,000 | activation, % at 10 µM | CHO-CHOP luciferase reporter, luminescence; percent of tunicamycin response over DMSO baseline | AID 449763;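 active means at 10 µM dose, activation of 40% or more, normalized to positive control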;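 further: 100% = tunicamycin at 10 µg/mL and 0% = DMSO alone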
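Assay system: CHO cells with stable CHOP pathway luciferase reporter; Buffer or medium: F12 plus 10% serum; Times: 16-18 h cell attachment, then 6 h compound exposure, 37 °C; Signal: luciferase luminescence; Read-out basis: percent activation relative to tunicamycin control; Control set: tunicamycin high control, DMSO low control.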
Mdm2 MdmX PPI: disrupts the human Mdm2-MdmX interaction. hit rate 3% among 330,000. AID 485346. SaOS-2 split-luciferase Mdm2/MdmX complementation, luminescence. O15151+Q00987. inhibition, % at 8 µM;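 active means inhibition of at least 50% at 8 µM in the primary screen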
APJ agonist: agonists of human APJ apelin receptor | P35414 | CHO-K1 APJ PathHunter beta-arrestin, luminescence; 0% DMSO wells, 100% apelin | activation, % at 20 µM | hit rate 0.11% among 330,000 | AID 2520;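 active means activation more than six SD over the plate average, tested at 20 µM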;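 further: 0% = DMSO alone and 100% = apelin-13 at 10 nM; some results filed as inactive read as strong as hits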
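system = engineered CHO-K1 APJ arrestin reporter cells | input = 1000 cells per well | timing = overnight seeding, 90 min compound at 25 °C, 1 h detection | measured by = enzyme-fragment complementation luminescence | read-out = beta-arrestin recruitment to APJ as agonist activity, luminescent signal | control set = negative DMSO alone, positive Apelin-13 at 10 nM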
XBP1 UPR activ: activators of adaptive arm of unfolded protein response (XBP1); AID 463104; activation, % at 20 µM; hit rate 0.33% among 330,000; CHO-XBP1 luciferase reporter, IRE1-XBP1 UPR activation, luminescence; percent of tunicamycin response, DMSO as zero;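 active means versus positive control, 20 µM dose yields 30% or more activation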;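 further: 100% = tunicamycin at 10 µg/mL and 0% = DMSO only wells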
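Material: CHO cell line with stable XBP1 luciferase reporter; buffer or medium: F12 medium containing 10% fetal bovine serum; compound: single point, 20 µM final compound, 1% DMSO; incubation: 6 h treatment, 37 °C; measured by: glow luminescence from Steady-Glo reagent; evaluation: activation, % of tunicamycin; control set: tunicamycin high, DMSO low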
CCR6 antag: blocks CCL20-driven beta-arrestin recruitment at human CCR6; P51684; CHO-K1 CCR6 PathHunter beta-arrestin, luminescence, CCL20-stimulated; inhibition, % at 20 µM; hit rate 0.49% among 340,000;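 active means compounds whose inhibition of the agonist-driven luminescence signal at 20 µM reaches about 50%, limit read from the data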;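 further: cells stimulated with CCL20 at 14 nM final; plate controls were DMSO with CCL20 for no effect and DMSO without agonist for full effect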
EBI2 antag: blocks human EBI2 receptor beta-arrestin signaling; P32249; inhibition, % at 5 µM; hit rate 0.81% among 360,000; EBI2 beta-arrestin recruitment, luminescence, 7a,25-OHC stimulated; AID 651636; in the data active means inhibition above about 38%;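 further: enzyme fragment complementation signal reports receptor beta-arrestin coupling in cells; 0% = agonist plus DMSO wells and 100% = wells without agonist; some results beyond the cut were filed as inactive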
* marks the source's active call; other numbers are inactive results. The list is partial; count on the stated rates, not on these rows.

| # | Molecule | XBP1 UPR activ | CCR6 antag | tim23-1 inh | UPR CHOP act | EBI2 antag |
| --- | --- | --- | --- | --- | --- | --- |
| 1 | CCOC(=O)C1CCN(C(=O)C(CCSC)NC(=O)c2ccccc2OC)CC1 (stereo unspecified) | -1 | 8 | -2 | -1.3 | 2 |
| 2 | O=C(COC(=O)c1ccccn1)NC12CC3CC(CC(C3)C1)C2 | -1 | -10 | 17 | -3.0 | -5 |
| 3 | CCCCOc1ccc(C(=O)NCC(=O)N2CC=C(c3ccccc3)CC2)cc1 | -3 | 4 | 15 | -2.1 | 8 |
| 4 | Cc1cccc(NC2=NC(C)(C)N=C(N)N2)c1C | 0 | -2 | 6 | -0.7 | 6 |
| 5 | CC(C)c1ccc(C(=O)N/N=C/c2cccc(Cl)c2Cl)cc1 | 1 | -5 | -14 | 3.6 | 43 |
| 6 | COc1ccc2cc(C3OCCO3)c(Cl)nc2c1 | 2 | -1 | 15 | 3.0 | 0 |
| 7 | Cc1ccc(OC(C)C(=O)Nc2ccc(C)c(S(=O)(=O)Nc3ccc(C)cc3C)c2)cc1 (stereo unspecified) | 2 | 18 | 31 | 3.0 | 21 |
| 8 | O=C(Cn1cc(C(F)(F)F)cc(Cl)c1=O)Nc1cc(S(=O)(=O)N2CCOCC2)ccc1Cl | -1 | 7 | 11 | 3.0 | 2 |

| # | APJ agonist | Mdm2 MdmX PPI | CXCR6 block | APJ antag |
| --- | --- | --- | --- | --- |
| 1 | -6 | -6 | 2 | 14 |
| 2 | -3 | 3 | 2 | -2 |
| 3 | -3 | 10 | 10 | 18 |
| 4 | 6 | 9 | -5 | 13 |
| 5 | 3 | -21 | -14 | 9 |
| 6 | -2 | -42 | -2 | -3 |
| 7 | -2 | 33 | 14 | 4 |
| 8 | -3 | 4 | -5 | -8 |

Continuation.
| # | Molecule | XBP1 UPR activ | CCR6 antag | tim23-1 inh | UPR CHOP act | EBI2 antag |
| --- | --- | --- | --- | --- | --- | --- |
| 9 | COc1ccc(S(=O)(=O)N(C)CC(=O)NCc2cccnc2)cc1OC | 0 | 1 | -9 | -0.3 | -12 |
| 10 | CCCn1c(=O)c(C(=O)NCc2ccccc2Cl)c(O)c2ccccc21 | -2 | -12 | 33 | 1.0 | 2 |
| 11 | CCOC(=O)c1c(-n2cnnn2)sc(C)c1C | -3 | -3 | 8 | -0.5 | 5 |
| 12 | Cc1nn(Cc2ccc(Cl)cc2)c(C)c1NC(=O)CSc1n[nH]c(C)c1[N+](=O)[O-] | -1 | 7 | 14 | 2.4 | -5 |
| 13 | C=CCN(c1ccccc1OC)S(=O)(=O)c1cccc(C(=O)OCC(=O)N2CCOCC2)c1 | 0 | 6 | 22 | 0.1 | 2 |
| 14 | CN(C)c1nc2ccc(OCCN3CCCCC3)cc2s1 | 3 | -9 | -1 | 2.5 | -9 |
| 15 | O=C(Nc1ccc(CSc2ccccc2)cc1)c1ccc(CN2CCOCC2)cc1 | 0 | 7 | 28 | 0.8 | -2 |
| 16 | CC(C)CC(=O)NC1(C(F)(F)F)NC(=O)N(c2ccccc2)C1=O (stereo unspecified) | 10 | 6 | 22 | 0.2 | -4 |

| # | APJ agonist | Mdm2 MdmX PPI | CXCR6 block | APJ antag |
| --- | --- | --- | --- | --- |
| 9 | 1 | 2 | 0 | 1 |
| 10 | 1 | 11 | 4 | 8 |
| 11 | -2 | -25 | -2 | 12 |
| 12 | 1 | 11 | 0 | 3 |
| 13 | -2 | -2 | 6 | 9 |
| 14 | -3 | -38 | -2 | 2 |
| 15 | 4 | 15 | 4 | -20 |
| 16 | -2 | 0 | -5 | -4 |

The list goes on.
| # | Molecule | XBP1 UPR activ | CCR6 antag | tim23-1 inh | UPR CHOP act | EBI2 antag |
| --- | --- | --- | --- | --- | --- | --- |
| 17 | CCCCCN(C(=O)CSc1n[nH]c(-c2ccc(C)cc2)n1)c1c(N)n(CCCC)c(=O)[nH]c1=O | -3 | -10 | 20 | 1.2 | -4 |
| 18 | O=C(CCC(=O)N1CCCC1)Nc1ccc([N+](=O)[O-])cc1 | -1 | 12 | 1 | 0.2 | -5 |
| 19 | C=CCn1c(NC(=O)c2ccc(Br)o2)c(C(=O)OCC)sc1=S | -2 | 7 | 18 | -3.0 | -3 |
| 20 | COC(=O)C1=C(N)Oc2cc(C)oc(=O)c2C1c1cccnc1 (stereo unspecified) | -1 | 1 | -16 | -1.2 | -9 |
| 21 | Cc1cn(CCC(=O)Nc2ccc(N3CCOCC3)cc2)c2ccccc12 | 2 | 13 | 12 | 7.7 | -5 |
| 22 | Cc1ccc(NC(=O)COC(=O)c2ccc([N+](=O)[O-])o2)cc1S(=O)(=O)N1CCCCC1 | -2 | 8 | -44 | 0.1 | 4 |
| 23 | O=C(Nc1nnc(-c2ccccc2Cl)o1)c1nc2ccccc2s1 | -2 | -3 | 2 | 3.7 | -4 |
| 24 | COc1ccc([N+](=O)[O-])cc1NCc1ccccc1 | 5 | 32 | 27 | 2.6 | 7 |

| # | APJ agonist | Mdm2 MdmX PPI | CXCR6 block | APJ antag |
| --- | --- | --- | --- | --- |
| 17 | 2 | 4 | -4 | 8 |
| 18 | -2 | 9 | 7 | 29 |
| 19 | -4 | 5 | -4 | 23 |
| 20 | 1 | 10 | -1 | -4 |
| 21 | -1 | -20 | -9 | 7 |
| 22 | 4 | -12 | -6 | -19 |
| 23 | -3 | 12 | 7 | -70 |
| 24 | -6 | 70* | 17 | 13 |

(next part)
| # | Molecule | XBP1 UPR activ | CCR6 antag | tim23-1 inh | UPR CHOP act | EBI2 antag |
| --- | --- | --- | --- | --- | --- | --- |
| 25 | Fc1ccc(COc2cccc(-c3n[nH]c(=S)o3)c2)cc1 | 4 | 2 | 27 | 1.7 | -6 |
| 26 | Cc1cc(-c2nnc(SCC(=O)Nc3nc(-c4ccccc4)cs3)o2)no1 | -1 | 5 | 8 | 2.6 | -4 |
| 27 | Brc1ccc(NC2=Nc3ccccc3CC2)cc1 | 1 | 15 | 3 | 6.2 | 21 |
| 28 | CC(C)CN(C(=O)CSc1nnc2c(Cl)cc(C(F)(F)F)cn12)C1CCS(=O)(=O)C1 (stereo unspecified) | -1 | 3 | -6 | 3.0 | -9 |

| # | APJ agonist | Mdm2 MdmX PPI | CXCR6 block | APJ antag |
| --- | --- | --- | --- | --- |
| 25 | -2 | -22 | -16 | 11 |
| 26 | 1 | 14 | 13 | -2 |
| 27 | -5 | -201 | -39 | 8 |
| 28 | 1 | 7 | 5 | 6 |

Screening results: PubChem BioAssay, Sanford-Burnham Center for Chemical Genomics
